Screening results as filed in PubChem.
ERp5 block = inhibitors of ERp5-driven insulin aggregation, primary screen, biochemical, turbidity, absorbance 650 nm, single point. Protein disulfide-isomerase A6 (Homo sapiens), Q15084. 90 min. inhibition, % at 9.99 µM. 350,000 tested, 0.05% active. AID 651711, 2012;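 active means mean replicate inhibition above about 25%, with every replicate also reaching it, limit read from the data, passing the limit was not always enough; inconclusive means only one of those two criteria met; inactive means neither criterion met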
Target sequence (Q15084 whole entry, looked up): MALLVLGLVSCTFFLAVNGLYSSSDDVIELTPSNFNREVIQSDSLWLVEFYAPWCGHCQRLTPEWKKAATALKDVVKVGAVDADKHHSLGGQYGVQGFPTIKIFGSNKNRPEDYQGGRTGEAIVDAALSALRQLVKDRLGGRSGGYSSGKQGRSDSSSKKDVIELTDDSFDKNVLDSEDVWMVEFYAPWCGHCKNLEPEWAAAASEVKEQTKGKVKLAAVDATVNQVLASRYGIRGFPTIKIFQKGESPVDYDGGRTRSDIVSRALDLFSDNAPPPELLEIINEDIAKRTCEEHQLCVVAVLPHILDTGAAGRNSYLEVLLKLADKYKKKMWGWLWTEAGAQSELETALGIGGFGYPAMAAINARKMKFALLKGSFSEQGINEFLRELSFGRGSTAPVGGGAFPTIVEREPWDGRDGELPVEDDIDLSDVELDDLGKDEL
PAX8 reporter = inhibitors of PAX8-driven TPO luciferase reporter, primary screen, RMG-I cells, single concentration; AID 652154, 2013; inhibition, % at 12.6 µM; 360,000 tested, 1.2% active; SteadyGlo, 24 h;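 active means mean replicate inhibition at least 60% with every replicate also reaching 60%; inconclusive means only one of the two criteria is met; inactive means mean below 60% and not all replicates reaching 60%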;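 further: luciferase light reporting Pax8 driven TPO promoter activity; plate controls were median of neutral control wells for no effect and mitoxantrone controls for full effect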
Xi reactivation = activators of inactive X chromosome reactivation, primary screen, imaging, XiGFP fibroblasts, GFP high-content imaging, set 2; XiGFP mouse fibroblasts, % GFP-positive cells imaging, 3 d; cells co-treated with 5-aza-dC sensitizer; scaled so ellipticine positive control = 100%; activation, % at 7.58 µM; 360,000 tested, 0.055% active;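 active means mean normalized replicate activation at least 10% and every replicate at or above 10%; inconclusive means only one of the two criteria met; inactive means mean below 10% and not all replicates reach 10%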;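 further: 0% = median of on-plate neutral control wells and 100% = ellipticine 6 µM median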
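Material: XiGFP fibroblasts, SV40-immortalized; Buffer or medium: DMEM containing 5-aza-dC; Compound dosing: single point; Times: 3 days compound exposure.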
ARNT-TACC3 inh = disruptors of ARNT/TACC3 protein interaction, primary screen, biochemical, AlphaScreen, single concentration; inhibition, % at 9.99 µM; AlphaScreen His-ARNT PAS-B/GST-TACC3 binding, luminescence; TACC3 fragment carries E629A point mutation; AID 623870, 2012; 390,000 tested, 0.66% active; Transforming acidic coiled-coil-containing protein 3 (Homo sapiens), Q9Y6A5;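 active means mean inhibition of replicates at least 50% and at least half of replicates each reaching 50%; inconclusive means half or more replicates reach 50% but mean below 50%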;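 further: 0% = complete ARNT plus TACC3 wells and 100% = ARNT alone without TACC3; many hits fall short of the cut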
EWS-Fli inh = EWS/Fli-driven NR0B1 reporter inhibitors, primary screen, A673 cells, NR0B1 luciferase, luminescence, MLPCN library. viability-normalised. inhibition, % at 12.6 µM. 350,000 tested, 0.67% active. AID 651661, 2012;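 active means mean inhibition of at least 50% after viability correction, with every replicate also passing that limit; inconclusive means mean reaches 50% but only one of two replicates passes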;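 further: firefly luciferase signal divided by Alamar Blue viability fluorescence both relative to DMSO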
DENV2 CPE rescue = inhibitors of DENV2 cytopathic effect, primary screen, cell-based, plate reader, single concentration; DENV2-infected cells, cytopathic effect rescue; CPE inhibition, % at 9.99 µM; 350,000 tested, 1.7% active; AID 651640, 2012; in the data active means CPE inhibition above about 20%, passing the limit was not always enough; inconclusive means no clear call, values can overlap the other calls; tested in BHK-21 cells;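 further: 0% = median of neutral control wells and 100% = median of positive control wells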
F508del corr = F508del CFTR correction, initial screen, CFBE line, single point; CFBE cells, YFP halide quenching; stimulated with forskolin plus potentiator P3; % fluorescence drop versus neutral controls; 350,000 tested, 0.36% active; activity (quench increase), % at 7.58 µM; AID 720511, 2013;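 active means mean added fluorescence quench of at least 8% versus neutral control, with both replicates also reaching 8%; inconclusive means only one of the mean or replicate conditions met; inactive means mean below 8% and not both replicates reaching 8%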;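 further: cells transiently co-express mutant CFTR-F508del with the halide-sensitive YFP; corrector assay measuring rescue of mutant channel to the surface after 24 h compound exposure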
INS-1E GSIS act = GLuc luminescence reporter in INS-1E cells, primary screen for activators of glucose-dependent secretion of insulin; activation, % at 16.6 µM; INS-1E GLuc reporter insulin secretion, 2-3 h; 370,000 tested, 0.61% active;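 active means lowest replicate activation of at least 40%, so every replicate reaches that level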;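 further: 0% = median of neutral control wells and 100% = median of IBMX positive control wells; some compounds called inactive have numbers as strong as hits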
* hit, by the source's call; ? = inconclusive; nt = no result given.

SMILES	ERp5 block	PAX8 reporter	Xi reactivation	ARNT-TACC3 inh	EWS-Fli inh	DENV2 CPE rescue	F508del corr	INS-1E GSIS act
COc1ccc(NC(=O)Nc2ccc3c(c2)CC(=O)N([C@@H](C)CO)C[C@@H](C)[C@@H](CN(C)C(=O)Nc2ccc(OC)cc2)O3)cc1	6	nt	0.3	0	-2	9	-1.6	0
O=C(Oc1ccccc1)c1ccc2c(c1)C(=O)N(Cc1ccncc1)C2=O	0	-12	-0.1	3	9	7	-0.8	13
CO[C@@H]1CN(C)C(=O)c2ccc(NS(=O)(=O)CC(F)(F)F)cc2OC[C@@H](C)N(Cc2nccs2)C[C@H]1C	-2	7	0.6	18	-4	-2	-0.7	5
CC(=O)c1ccc(N2CCN(C(=S)NCCCN(C)C)CC2)cc1	1	-13	-0.1	11	0	3	-2.4	-5
COc1ccccc1C(=O)N1CCN(C(=O)[C@H]2O[C@@H](n3ccc(N)nc3=O)[C@H](O)[C@@H]2O)CC1	-7	-13	0.0	nt	1	-7	-1.7	1
c1ccc(COc2cccc(CNCc3cccs3)c2)cc1	-2	-15	0.2	-6	-6	11	nt	-33
Cc1noc(C)c1NC(=O)Nc1cccc2c1O[C@@H](CN(C)C(=O)Nc1ccccc1)[C@@H](C)CN([C@H](C)CO)C2=O	17	-20	-0.8	-20	8	-7	-0.9	-6
CCN1CCCc2cc(CN(CCN3CCOCC3)C(=S)Nc3ccccc3OC)ccc21	4	9	0.0	31	11	8	1.8	-34
CC(C)NC(=O)Nc1ccc2c(c1)C(=O)N([C@H](C)CO)C[C@@H](C)[C@H](CN(C)Cc1ccncc1)OCCCC[C@H](C)O2	nt	-6	0.0	nt	nt	nt	-3.7	8
CC(C)(C)N1C(=O)c2ccccc2NC(=O)C1C(=O)NCCc1ccccc1 (stereo not drawn)	-2	-1	-0.1	nt	-7	-8	0.3	46
COc1ccc(NC(=O)CC(NC(C)c2ccccc2)C(=O)O)cc1 (stereo not drawn)	7	-6	0.0	-2	-8	11	-0.7	2
O=C1[C@@H](Oc2ccccc2)[C@@H](c2ccccc2)N1c1ccccc1	-8	-1	0.4	0	6	5	0.5	29
O=C(CSc1ccsc1[N+](=O)[O-])Nc1cccc(F)c1	3	-11	0.0	0	-14	-2	-1.6	-3
CCCN1CCc2c(sc(NC(=S)NC(=O)c3ccccc3)c2C#N)C1	-2	-86	6.9	-1	-25	10	2.2	-12
O=C(CSc1ccccn1)Nc1cccc2ccccc12	3	17	0.0	0	17	-3	-0.6	nt
CCCN1C[C@H](C)[C@H](OC)CN(C)C(=O)c2ccc(NC(=O)c3ccc(F)cc3)cc2OC[C@H]1C	nt	14	0.0	2	-1	nt	-1.6	-2
CC(=O)c1sc2nc(-c3ccco3)ccc2c1N	1	-85	0.0	nt	-65	13	-2.8	nt
O=C(COC(=O)CSc1ccc([N+](=O)[O-])cc1)NCc1cccs1	-4	-1	0.1	5	-6	-5	-0.6	-7
CCCc1nc2c(s1)CCc1onc(-c3ccc(Br)cc3)c1-2	3	0	0.1	2	7	?	-0.5	-3
COC(CNC(=O)c1ccc2c(c1)nc(C)n2-c1cccc(C)c1)OC	-1	6	0.0	3	-7	2	3.2	0
NC(=O)C1CCCN(CC(=O)N2CCN(c3ccccc3)CC2)C1 (stereo not drawn)	0	1	0.3	-1	-3	1	-0.6	12
CCOC(=O)N1CCN(C(=O)Nc2sc3nc4n(c(=O)c3c2C)CCC(C)CC4)CC1 (stereo not drawn)	-2	nt	nt	0	2	7	0.6	-14
Cc1ccc(N2CC(C(=O)N/N=C/c3c(F)cccc3Cl)CC2=O)cc1 (stereo not drawn)	3	13	0.1	5	-8	-7	0.1	13
O=C(C[C@H]1C/C=C\CC[C@@H](Cc2ccc(F)cc2)C(=O)O[C@@H](c2ccccc2)CNC1=O)N[C@@H](CO)Cc1ccccc1	2	1	0.2	-7	3	-9	2.4	-5
COc1ccc(/C=C2/C(=O)N(c3c(F)c(F)c(F)c(F)c3F)N=C2C)cc1	18	5	0.0	0	11	-3	-0.6	-10
COc1ccc(NC(=O)N(C)C[C@H]2OCCCC[C@H](C)Oc3ccc(NC(=O)c4ccccc4)cc3C(=O)N([C@H](C)CO)C[C@H]2C)cc1	2	nt	0.0	nt	-2	-5	0.6	-7
Cc1nc(N(C)Cc2ccccc2)c2c(C)c(C)sc2n1	-4	-15	0.0	-7	30	13	1.9	-22
N#Cc1ccc(-c2ccc([C@@H]3[C@@H](CO)N4C(=O)CN(C(=O)C5CCCCC5)C[C@H]34)cc2)cc1	1	13	0.0	nt	-5	-5	1.9	-11
Cc1cccc(NS(=O)(=O)c2cccc(C(=O)NCC(c3ccco3)N(C)C)c2)c1 (stereo not drawn)	3	2	-0.1	-4	-9	8	-1.3	-5
CC(C)c1nc2cc(C(=O)NC(c3cccnc3)C(F)(F)F)ccc2o1 (stereo not drawn)	2	-27	0.1	-2	nt	3	0.6	32
CCN1C(=O)CC(c2ccccc2)CC1=O	-4	-19	0.0	-3	-12	?	-3.1	6
C[C@@H]1CN([C@H](C)CO)C(=O)c2cc(NS(=O)(=O)c3cccs3)ccc2O[C@H]1CN(C)Cc1ccc2c(c1)OCO2	1	nt	0.3	-10	-5	13	-0.9	9
C/C(=C\c1ccccc1)CN1CCC(C(=O)N2CCCCC2)CC1	15	-33	0.0	3	8	5	nt	nt
CN1CCN(CC(=O)N/N=C\c2c[nH]c3ccccc23)CC1	1	11	0.0	nt	nt	0	nt	22
Cc1ccc(C(=O)Nc2cccc(C(=O)NCc3ccccc3)c2)cc1	-1	-23	0.0	-8	-39	?	nt	-16
C[C@@H]1CN([C@H](C)CO)C(=O)c2cc(NC(=O)Cn3cnnn3)ccc2O[C@H]1CN(C)CC1CCCCC1	9	nt	0.1	-6	-5	nt	-1.8	5
CCOc1ccc(NC(=O)C(C)N2C(=O)c3ccccc3S2(=O)=O)cc1 (stereo not drawn)	6	-10	0.0	-17	-20	-3	0.7	-3
O=C1c2ccccc2C(=O)c2cc(S(=O)(=O)Nc3ccccc3)ccc21	nt	-7	-0.1	0	nt	nt	nt	-6
Nc1cc2ccccc2cc1NS(=O)(=O)N1CCCCC1	3	15	0.2	nt	-4	-1	-2.6	6
O=C(OCC(=O)N1CCCc2ccccc21)c1cc(S(=O)(=O)N2CCOCC2)ccc1O	6	-6	0.2	nt	-8	-2	0.3	9
CO[C@@H]1CN(C)C(=O)c2cc(NS(C)(=O)=O)ccc2OC[C@H](C)N(S(C)(=O)=O)C[C@@H]1C	nt	-10	0.0	nt	5	-10	0.2	-8
Cc1cnn(Cc2cccnc2)c1N	0	0	0.0	5	-7	3	1.0	0
C[C@H]1CN([C@@H](C)CO)C(=O)c2ccccc2-c2ccccc2CO[C@H]1CN(C)Cc1ccncc1	-2	-13	0.2	-9	-2	-2	1.1	-3
Nc1ccc(C#Cc2c(-c3ccsc3)oc3ccc(N4CCOCC4)cc23)cc1	3	-105	0.0	-7	-89	-16	2.1	nt
COc1ccc(CNC(=O)C2CCN(S(=O)(=O)c3ccc4nc5c(c(C(=O)O)c4c3)CCCC5)CC2)cc1	2	-16	0.0	nt	-2	15	-2.9	1

A stretch taken from the entries so far, for reference:
SMILES	ERp5 block	PAX8 reporter	Xi reactivation	ARNT-TACC3 inh	EWS-Fli inh	DENV2 CPE rescue	F508del corr	INS-1E GSIS act
CO[C@@H]1CN(C)C(=O)c2cc(NS(C)(=O)=O)ccc2OC[C@H](C)N(S(C)(=O)=O)C[C@@H]1C	nt	-10	0.0	nt	5	-10	0.2	-8
Cc1cnn(Cc2cccnc2)c1N	0	0	0.0	5	-7	3	1.0	0
C[C@H]1CN([C@@H](C)CO)C(=O)c2ccccc2-c2ccccc2CO[C@H]1CN(C)Cc1ccncc1	-2	-13	0.2	-9	-2	-2	1.1	-3

Grouped by structure, those above with a COOH group
SMILES	ERp5 block	PAX8 reporter	Xi reactivation	ARNT-TACC3 inh	EWS-Fli inh	DENV2 CPE rescue	F508del corr	INS-1E GSIS act
COc1ccc(NC(=O)CC(NC(C)c2ccccc2)C(=O)O)cc1 (stereo not drawn)	7	-6	0.0	-2	-8	11	-0.7	2
COc1ccc(CNC(=O)C2CCN(S(=O)(=O)c3ccc4nc5c(c(C(=O)O)c4c3)CCCC5)CC2)cc1	2	-16	0.0	nt	-2	15	-2.9	1

Following part
SMILES	ERp5 block	PAX8 reporter	Xi reactivation	ARNT-TACC3 inh	EWS-Fli inh	DENV2 CPE rescue	F508del corr	INS-1E GSIS act
C[C@@H]1CCCCO[C@H](CN(C)CC2CC2)[C@H](C)CN([C@H](C)CO)C(=O)c2cc(N(C)C)ccc2O1	-5	0	0.0	4	nt	6	0.2	8
COC(=O)[C@@H]1[C@@H](CO)[C@@H]2Cn3c(cccc3=O)[C@@H]2N1C(=O)C1CCCC1	-4	nt	0.0	nt	0	?	0.0	5
C[C@H](CO)N1C[C@H](C)[C@@H](CN(C)C(=O)CC2CC2)Oc2cc(C#CC(C)(C)O)ccc2S1(=O)=O	0	nt	-0.3	-12	-9	2	-2.1	44*
CSc1cc(C)nc(N(C)C(C)=O)n1	3	nt	nt	4	7	nt	0.8	10
COc1ccc(CC(=O)Nc2nc(-c3ccc(F)c(F)c3)cs2)cc1OC	6	13	0.0	2	25	-4	-1.4	-46
COc1cc(OC)c(C(=O)OCC(=O)Nc2nnc(-c3ccccc3)o2)cc1OC	1	5	0.0	85*	0	-9	3.1	2
Cc1noc(C)c1S(=O)(=O)N(C)C[C@H]1OCCCC[C@H](C)Oc2ccc(NC(=O)Cc3ccccc3)cc2C(=O)N([C@@H](C)CO)C[C@@H]1C	2	-11	0.3	7	4	-7	-0.6	-21
